Screening results as filed in PubChem.
USP1 inh – Inhibitors of USP1/UAF1: Primary Screen | AID 743255, 2014 | 0.23% of 390,000 active | Ubiquitin carboxyl-terminal hydrolase 1 (Homo sapiens), O94782 | recombinant USP1/UAF1, Ub-Rhodamine cleavage fluorescence | Potency, µM (doses to about 57.1 µM), for the others: at the top dose activity change, negative = inhibition, most hits filed as inhibitors; further: potency means the concentration at half of the fitted maximal effect; on the % scale 0 is the no-effect control and ±100 the full control effect; nearly all actives have a fitted effect of over 60% in size; inactives centre near -12
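1 nM enzyme complex + cpd, 15 min RT; start with Ub-Rho 150nM final; kinetic fluorescence ex 480/em 540, 6 reads q60 s. Buffer 50mM HEPES pH 7.8, 0.5mM EDTA, 0.1 mg/ml BSA, 1mM TCEP, 0.01% Tween-20.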
RXFP1 ag – qHTS Assay for Agonists of the Relaxin Receptor RXFP1 | Relaxin receptor 1 (Homo sapiens), Q9HBX9 | 0.3% of 370,000 active | Potency, µM (titrated, usually from 57.5 µM), for the others: at the highest dose activation, actives largely listed as activators | HEK293T-RXFP1 cAMP TR-FRET, 30 min; response scale: percent of porcine relaxin response, buffer zero; further: potency means the concentration at half of the fitted maximal effect; on the % scale 0 is the no-effect control and ±100 the full control effect; nearly all actives have a fitted effect of over 60% in size; many of its hits are not listed in these tables
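HEK293T cells stably expressing RXFP1 were pretreated with the PDE4 inhibitor Ro 20174, exposed to compounds for 30 min at 37C, lysed, and cAMP was read by TR-FRET. Data normalized to buffer (basal) and 29 nM porcine relaxin (100%).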
Vif-A3F inh – qHTS for Inhibitors of Vif-A3F Interactions: qHTS; Potency, µM (titrated, usually from 46.1 µM), for the others: at the top dose activity, negative = active; 0.2% of 390,000 active; AID 602313, 2012; HeLa A3F-eYFP + Vif (tagged APOBEC3F with the HIV-1 protein that degrades it), YFP fluorescence increase; further: potency means the concentration at half of the fitted maximal effect; % of control where 0% means no effect; nearly all actives have a fitted effect of over 65% in size
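HeLa cells stably expressing Vif plus C-terminally eYFP-tagged A3F were seeded, incubated overnight at 37 deg C, dosed with compound, incubated overnight again at 37 deg C. Yellow fluorescence (Ex 488/Em 500-530) reported blocked Vif-mediated A3F-eYFP degradation.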
IDH1 R132H inh – qHTS for Inhibitors of mutant isocitrate dehydrogenase 1 (IDH1): qHTS; IDH1-R132H enzyme, NADPH consumption, diaphorase/resazurin fluorescence; Potency, µM (doses to about 76.6 µM), for the others: at the highest dose activity change, negative = inhibition, hits mostly inhibitors; 0.093% of 390,000 active; further: potency means the concentration at half of the fitted maximal effect; on the % scale 0 is the no-effect control and ±100 the full control effect; nearly all actives have a fitted effect of over 65% in size
Target sequence (O75874 whole entry R132H, stated change not applied): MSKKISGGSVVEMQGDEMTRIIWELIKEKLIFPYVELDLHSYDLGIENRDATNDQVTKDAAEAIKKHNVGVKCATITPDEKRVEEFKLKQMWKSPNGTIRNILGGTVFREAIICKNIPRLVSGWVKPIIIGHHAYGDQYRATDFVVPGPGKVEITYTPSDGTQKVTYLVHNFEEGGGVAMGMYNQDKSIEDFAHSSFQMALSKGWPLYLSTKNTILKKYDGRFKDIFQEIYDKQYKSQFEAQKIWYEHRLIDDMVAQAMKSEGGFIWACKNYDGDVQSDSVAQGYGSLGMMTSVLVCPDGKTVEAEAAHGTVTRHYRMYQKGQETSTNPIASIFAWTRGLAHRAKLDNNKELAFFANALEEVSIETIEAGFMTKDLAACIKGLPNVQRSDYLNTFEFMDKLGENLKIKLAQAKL
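IDH1-R132H (0.5 ug/mL dispensed) in pH 7.5 Tris buffer was preincubated 30 min with compound, then given a substrate mix of 0.016 mM NADPH and 2 mM alpha-KG for 80 min at room temperature; remaining NADPH was read by diaphorase/resazurin fluorescence.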
Vif-APOBEC3G blk – qHTS for Inhibitors of Vif-A3G Interactions: qHTS; 0.076% of 410,000 active; Potency, µM (doses to about 46.1 µM), for the others: top-dose activity, negative = active, hits mostly inhibitors; HeLa A3G-eYFP + Vif (tagged APOBEC3G with the HIV-1 protein that degrades it), YFP fluorescence, overnight;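 further: potency means the concentration at half of the fitted maximal effect; on the % scale 0 is the no-effect control and ±100 the full control effect; nearly all actives have a fitted effect of over 60% in size; hits raise eYFP signal because A3G escapes Vif-driven loss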
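HeLa cells stably expressing Vif and C-terminally eYFP-tagged A3G, seeded overnight at 37 deg C, then exposed to compound by pintool overnight at 37 deg C. Rise in yellow fluorescence (Ex 488/Em 500-530, Acumen) marks blocked Vif-driven A3G degradation.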
LDHA block – qHTS assay for inhibitors of human lactate dehydrogenase; purified LDHA, NADH/diaphorase-resazurin fluorescence; active compounds read low; 0.15% of 480,000 active; L-lactate dehydrogenase A chain (Homo sapiens), P00338; activity change, % (values are at about 110 or 230 µM); in the data active means activity change below about -30%; inconclusive means mostly about -25% to -30%;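 further: plate controls were DMSO wells for no effect and wells without enzyme for full effect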
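Human LDH5 (2 nM) was incubated with 0.06 mM NADH and 0.2 mM pyruvate for 5 min at room temperature in Tris pH 7.4. Remaining NADH was coupled through diaphorase/resazurin, and resorufin fluorescence was read at 0 and 20 min.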
GRP78 ERSR act – qHTS for Inducers of the Endoplasmic Reticulum Stress Response (ERSR) in Human Glioma: qHTS; U87-MG GRP78 promoter luciferase reporter, 16 h; Potency, µM, for inactives: top-dose activation, hits mostly activators; 0.02% of 420,000 active; further: potency means the concentration at half of the fitted maximal effect; series mostly up to about 76 µM; % of control where 0% means no effect; nearly all actives have a fitted effect of over 35% in size
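Stably transfected U87-MG human glioma cells carrying a GRP78-based luminescent sensor were seeded at 1000 cells/well, pin-dosed with compounds and incubated 16 h. Luciferase reagent was then added, and end-point luminescence was read after 10 min at room temperature.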
TrxR1 substrate – qHTS Assay for Substrates of Mammalian Selenoprotein Thioredoxin Reductase 1 (TrxR1): qHTS; purified TrxR1 substrate turnover, NADPH consumption readout; Potency, µM (highest dose often 114 µM), inactives show at the top dose activity change, negative = substrate turnover; Thioredoxin reductase 1, cytoplasmic (Rattus norvegicus), O89049; 0.01% of 390,000 active; further: potency means the concentration at half of the fitted maximal effect; on the % scale 0 is the no-effect control and ±100 the full control effect; nearly all actives have a fitted effect of over 50% in size
Target sequence (O89049 whole entry, looked up): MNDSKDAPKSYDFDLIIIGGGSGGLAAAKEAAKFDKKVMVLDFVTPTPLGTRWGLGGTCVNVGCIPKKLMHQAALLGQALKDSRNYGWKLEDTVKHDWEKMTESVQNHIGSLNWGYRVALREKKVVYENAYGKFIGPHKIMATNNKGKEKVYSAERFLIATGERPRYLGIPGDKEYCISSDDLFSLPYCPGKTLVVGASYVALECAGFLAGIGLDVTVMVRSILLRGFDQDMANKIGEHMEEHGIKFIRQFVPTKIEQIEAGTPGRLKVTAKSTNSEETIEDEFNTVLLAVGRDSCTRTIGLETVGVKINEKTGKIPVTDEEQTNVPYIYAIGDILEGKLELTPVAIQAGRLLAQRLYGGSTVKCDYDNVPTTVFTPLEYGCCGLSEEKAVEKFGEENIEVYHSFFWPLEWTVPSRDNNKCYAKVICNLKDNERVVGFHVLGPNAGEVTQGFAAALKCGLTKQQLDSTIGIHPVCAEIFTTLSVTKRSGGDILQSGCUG
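Rat TrxR1, dispensed at 90 nM, was prereduced with 400 uM NADPH (final) for 5 min at ~22 deg C, then incubated with compound 15 min before 400 uM selenite. A first-read NADPH fluorescence drop versus no-compound background flagged substrates.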
PI4K2A inh – qHTS for small molecular inhibitors of PI4K2A | 0.13% of 420,000 active | activity change, negative = inhibition, % at 76.9 µM | AID 1346378, 2018 | purified PI4K2A, ADP-Glo luminescence, 1 h; active compounds read low; in the data active means activity change below about -50%; inconclusive means mostly about -30% to -49%;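 further: -100% = wells without enzyme as full effect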
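Compounds are screened against recombinant PI4K2A using PI as substrate and ATP, the latter dispensed at 300 microM. Reactions run one hour at ambient temperature before ADP-Glo detection; full inhibition defined by wells lacking enzyme.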
Starred values were filed as active, the others as inactive; ? = inconclusive; / = no result given; & = joins results of further samples; [ ] = dose if it differs, or a comment. Unless noted, the call rests on the fitted dose curve; in most records, active means well fitted curve in the direction sought with a large enough effect; inconclusive means small, poorly fitted or top-dose-only effect, or another doubt; inactive means no such curve, though single readings can be large; an effect the other way counts as inactive or inconclusive. Only part of the results is shown (hit frequency here may not be typical).

The line under a structure holds: TrxR1 substrate, IDH1 R132H inh, RXFP1 ag, Vif-A3F inh, PI4K2A inh, GRP78 ERSR act, USP1 inh, LDHA block, Vif-APOBEC3G blk
COC(=O)c1sc2ccccc2c1NC(=O)c1ccc(S(=O)(=O)N2CCC(C)CC2)cc1
  6%, -2%, 0.4%, -3%, -1, -2%, 4%, 2, -1%
Cc1nc2ccccc2n1CCOc1ccc(F)cc1
  -8%, 3%, 2.0%, -1%, -1, -3%, 5%, -2, 3%
CC(C)Cn1c(=O)c2sccc2n2c(CCCC(=O)NCc3ccccc3Cl)nnc12
  3%, 13%, ?, 0%, -3, -3%, -19%, -1, -1%
COc1ccc(OC)c2c(C)c(C)[nH]c12
  -3%, -6%, -31%, -7%, -6, -3%, -11%, -3, -3%
O=C(CCc1nc2ccccc2c(=O)[nH]1)OCC(=O)c1cccc(Cl)c1
  -6%, 3%, 2.3%, -4%, 1, -3%, 2%, -3, 1%
CCOc1ccc2c(c1)OC(c1ccccc1)(C(F)(F)F)NC2=O (centres undefined)
  4%, 4%, 3.1%, -46%, -7, -8%, -15%, -3, 0%
Cc1ccc2oc(=O)c3cc(C(=O)NCc4ccc(Cl)cc4)sc3c2c1
  6%, -5%, 1.8%, -5%, -6, -3%, ?, -3, -3%
CC(CC(=O)N1CCc2ccccc21)n1cccn1 (centres undefined)
  0%, 0%, 0.3%, -1%, 0, 2%, -4%, -1, -7%
O=C(c1cc(F)c(F)cc1Cl)N1CCN(CCc2ccccc2)CC1
  5%, 8%, -0.9%, 13%, -3, -4%, -9%, -4, -5%
CCCCNC(=S)N1CCn2cccc2C1c1ccc(F)cc1 (centres undefined)
  -1%[57.1 µM], 2%, 1.9%, -7%, 3, -2%, -14%, -7, -4%
CC1CC(C)CN(S(=O)(=O)c2ccc3c(c2)oc(=O)n3CC(=O)N2CCOCC2)C1 (centres undefined)
  1%, 8%, -0.7%, -2%, -4, -3%, ?, -4, 3%
COC(=O)c1ccc(Cn2cc(Cl)cn2)o1
  4%[11.4 µM], 3%, 1.2%, -15%, 0, -6%, 4%, -4, 3%
CC1=N/C(=C\c2ccc([N+](=O)[O-])cc2)C(=O)N1c1cc(Cl)ccc1C
  11%, 6%, 1.6%, -9%, 5, -2%, ?, -15, -5%
Cc1cc(/C=C(\C#N)c2nc3ccccc3[nH]2)c(C)n1C
  3%, 7%, -1.1%, -11%, 0, 5%, -26%, -1, -18%
CCc1c(C)sc2nc(SCC(=O)Nc3cc(C)on3)n(CCOC)c(=O)c12
  -2%[57.1 µM], 9%, 2.5%, -12%, 9, 3%, -19%, -3, -3%
COc1ccc(-c2oc3ncn4nc(-c5ccccc5Cl)nc4c3c2-c2ccc(OC)cc2)cc1
  3%, 11%, -3.2%, 1%, -4, -1%, ?, -15, 6%
Cc1ccc(S(=O)(=O)CCC(=O)Nc2ccc(OC(F)(F)F)cc2)cc1
  1%, 13%, 0.8%, -2%, -1, -3%, 0%, 2, -3%
COc1ccc(/C=C(\C#N)C(=O)OCC(=O)NCc2ccccc2Cl)cc1
  0%[57.1 µM], 9%, 0.1%, -9%, -4, -6%, -7%, -7, 0%
CC(C)(C)CN1CCNC[C@H]1Cc1cccc2ccccc12
  8%, 7%, 0.8%, -29%, 1, -5%, ?, 0, 1%
CS(=O)(=O)N(CC(=O)N1CCCCCC1)c1cc(Cl)ccc1Cl
  5%[11.4 µM], -3%, -1.9%, 1%, 3, -6%, -11%, -5, -1%
O=C(Cn1c(=O)n(CCc2ccccc2)c(=O)c2cccnc21)Nc1ccc(F)cc1
  -4%, -1%, 3.5%, -11%, 5, 0%, -18%, -10, 1%
CCCCOC(=O)CSc1nnc(-c2ccccc2)o1
  3%[57.1 µM], -6%, 2.0%, -6%, -1, -3%, ?, -4, -2%
CC(C)C(c1nnnn1Cc1ccc(F)cc1)N1CCN(C2CCCC2)CC1 (centres undefined)
  10%[57.1 µM], 7%, 0.7%, -8%, 2, -3%, -16%, -5, 1%
Nc1c(-c2cccc(Cl)c2)cnc2c(-c3ccccc3)cnn12
  41%[activator], -15%, 3.8%, 0%, -23, 8%, -17%, -5, -4%
CC(C)(C)c1cc(N)n2nc(C(C)(C)C)cc2n1
  -1%, -9%, -1.0%, 5%, 0, 0%, -7%, -11, 0%
O=C1CN(S(=O)(=O)c2cc(C(F)(F)F)ccc2Cl)CCN1
  0%, 1%, 1.4%, 5%, -4, 0%, -2%, -2, -2%
COc1ccc(Br)cc1CNC(=O)C1CCCN(S(=O)(=O)N2CCC(C)CC2)C1 (centres undefined)
  /, 1%, /, 0%, 1, -5%, -31%, -10, -6%
O=C(/C=C/c1cccc(F)c1)N1CCc2ccccc21
  -4%, 4%, -0.4%, 5%, -18, -2%, -6%, 2, 0%
Cc1cc([N+](=O)[O-])nn1CC(=O)N/N=C/c1ccc(O)cc1O
  -12%, -5%, 2.2%, -5%, 5, -2%, -18%, 2, -4%
CCOc1ccc(OC(=O)c2cn(-c3cccc(OC)c3)c(=O)c3ccccc23)cc1
  2%[57.1 µM], 6%, 3.5%, 1%, -3, -2%, 1%, -2, -1%

Molecules shown so far that have a tert-butyl group:
The line under a structure holds: TrxR1 substrate, IDH1 R132H inh, RXFP1 ag, Vif-A3F inh, PI4K2A inh, GRP78 ERSR act, USP1 inh, LDHA block, Vif-APOBEC3G blk
CC(C)(C)CN1CCNC[C@H]1Cc1cccc2ccccc12
  8%, 7%, 0.8%, -29%, 1, -5%, ?, 0, 1%
CC(C)(C)c1cc(N)n2nc(C(C)(C)C)cc2n1
  -1%, -9%, -1.0%, 5%, 0, 0%, -7%, -11, 0%

Remaining list, next part
The line under a structure holds: TrxR1 substrate, IDH1 R132H inh, RXFP1 ag, Vif-A3F inh, PI4K2A inh, GRP78 ERSR act, USP1 inh, LDHA block, Vif-APOBEC3G blk
CN1CCN(CC(=O)NN2CC(=O)N(c3ccc(F)cc3)CC2=O)CC1
  3%, 14%, 0.6%, 2%, -7, -5%, -18%, -6, 0%
COc1cc(/C=C2/C(C)=C(C#N)c3nc(N)c(C#N)c(C)c32)ccc1OCC(=O)O
  10%[57.1 µM], -21%, 6.1%, -2%, -5, 0%, -22%, 12, 4%
O=C(NN1C(=O)c2ccccc2NC1c1ccoc1)c1ccc([N+](=O)[O-])cc1 (centres undefined)
  -2%, 3%, 4.0%, -14%, -2, -1%, 0%, -5, -2%
CCOC(=O)Cc1csc(NS(=O)(=O)c2cccc([N+](=O)[O-])c2)n1
  2%, 0%, 1.3%, 4%, -3, 0%, -19%, -6, 1%
Cc1ccc(NS(=O)(=O)c2ccc3c4c(cccc24)C(=O)N3)c(C)c1
  -2%, -9%, 0.5%, -4%, -1, -4%, 0%, -1, -4%
Cc1ccc(SCC(=O)OC(C)C(=O)N2CCc3ccccc32)cc1 (centres undefined)
  -11%, 3%, 0.2%, 1%, 0, -3%, -4%, -1, 1%
COC(=O)c1cc2sccc2n1Cc1ccccc1
  0%, 15%, 2.1%, -12%, -2, -4%, -15%, 0, 2%
c1coc(-c2nnc3n2C2(CCCC2)Cc2ccccc2-3)c1
  13%, 3%, 0.3%, -2%, 5, 4%, -1%, -2&4, 0%
O=C(Nc1cccc2ccccc12)c1cc2c(cc1Br)OCO2
  -3%[57.1 µM], 2%, 4.7%, -3%, -2, 6%, -20%, 4, -5%
CCOc1ccc(N2CC(C(=O)NCc3ccccn3)CC2=O)cc1 (centres undefined)
  1%, 0%, -3.9%, 2%, 5, -4%, -9%, -4, -2%
CCCn1c(=O)n(-c2ccccc2Cl)c(=O)c2sc3ccccc3c21
  33%[activator], 6%, 3.8%, -8%, -1, -3%, -22%, -3, 2%
COc1ccc(CNc2ncccc2[N+](=O)[O-])cc1
  -8%, 4%, -0.1%, 3%, 0, 9%, -23%, -3, -6%
CCOc1ccc(S(=O)(=O)NC(Cc2cnc[nH]2)C(=O)O)cc1 (centres undefined)
  2%[57.1 µM], 2%, -1.1%, -3%, 3, -7%, -14%, -5, -1%
O=c1c2cc(NC(=S)N3CCCCC3)ccc2nc2n1CCCCC2
  1%, -5%, 1.6%, 2%, -5, 4%, -11%, -2, 1%
Cc1cccc(NS(=O)(=O)c2ccc(C)c(C(=O)NC3CCN(Cc4ccccc4)CC3)c2)c1
  13%, 4%, /, 1%, -7, -4%, -20%, 2, 3%
Cc1ccc(NS(=O)(=O)c2ccc(NC(=O)c3cccs3)cc2)c(C)c1
  -4%, -3%, 0.2%, -4%, -7, -4%, -25%, -7, 0%
CC(=O)O[C@H]1C(=O)[C@]2(C)[C@H]([C@H](OC(=O)c3ccccc3)[C@]3(O)C[C@H](OC(=O)[C@H](O)[C@@H](NC(=O)c4ccccc4)c4ccccc4)C(C)=C1C3(C)C)[C@]1(OC(C)=O)CO[C@@H]1C[C@@H]2O
  1%, 7%, /, 4%, -2, -3%, -16%, -2, -21%
